# Compound activity as filed in PubChem BioAssay.
# MMP13 fTHP cleavage: human MMP13 inhibition, fluorescence-interfering compounds – biochemical, possible fluorescent artifacts, delta fluorescence, confirmation (AID 734). MMP13 fTHP FRET cleavage, delta fluorescence 4 h; stronger effect = higher value. inhibition, %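 (each compound tested at 4 µM nominal in triplicate)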. 5,100 tested, under 10 active;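 active = inhibition above the mean inhibition over all tested compounds plus 3 SD, cut at about 75% in these data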;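 also: 0% = DMSO only wells and 100% = 8 µM reference MMP13 inhibitor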
# Active calls of the source: *. An excerpt; rates above refer to the full screens.
Compound | MMP13 fTHP cleavage
Cc1ccc(CNc2oc(-c3ccco3)nc2C#N)cc1 | -7
CCOc1ccc2nc3c(cc2c1)CN(CCCO)C(=NCCOC)S3 | 4
Cc1cccc2cc3c(N)c(C(=O)N4CCOCC4)sc3nc12 | 5
OCCN1CCN(CC(O)COc2ccc3c(c2)OCO3)CC1 (stereo unspecified) | 9
CCCCc1c(C)c2ccc(OCC(C)=O)cc2oc1=O | -10
Cc1cc(=O)oc2cc(OCC(O)CN3CCN(c4ccccc4)CC3)ccc12 (stereo unspecified) | 2
CC(=O)c1c(C)[nH]c(C(=O)N2CCN(C(=O)c3ccco3)CC2)c1C | 3
COc1cccc(C2C=C(c3ccc(OC)cc3OC)Nc3nnnn32)c1 (stereo unspecified) | 2
O=S(=O)(NC1c2cccc3cccc(c23)C1N1CCNCC1)c1ccccc1 (stereo unspecified) | 9
Cc1cccc2cc(CN(CC3CCCO3)C(c3nnnn3Cc3ccco3)C(C)C)c(=O)[nH]c12 (stereo unspecified) | 8
Cc1nc(N2CCN(C(=O)c3ccc(Cl)cc3)CC2)c(C#N)c2c1COC(C)(C)C2 | -5
COc1ccc2cc3cc(C(=O)NCC4CCCO4)oc3nc2c1 (stereo unspecified) | -40
CCc1c(C)c2c(C)[nH]nc2oc1=O | 4
Cc1onc(-c2ccccc2Cl)c1C(=O)Nc1cccc2nsnc12 | -1
CC(C)c1nc2oc3c(NCc4cccnc4)ncnc3c2c2c1CCC2 | -9
CCOC(=O)N1CCC(NC(=O)c2cc3c(-c4ccc(OC)c(OC)c4)nn(C)c3s2)CC1 | -3
CN(C)P(=NC(=O)COc1ccc(Cl)cc1Cl)(N(C)C)N(C)C | 8
COc1ccc(CNC(=O)C(C#N)c2nc3ccccc3nc2N2CCCC2)cc1 (stereo unspecified) | 10
Cc1ccc(-n2c(Cc3cccn3C)nnc2SCC(=O)N2CCc3ccccc32)cc1 | 2
CN(C)C(=O)Nc1ccc(F)cc1F | 1
Cc1nc2ccc(S(=O)(=O)NC(C(=O)NCc3ccco3)C(C)C)cc2s1 (stereo unspecified) | 2
O=C1NC(=O)c2cc(NC(=O)C3CCCCC3)ccc21 | -2
CCn1c2ccccc2c2cc(NC(=O)N3CCOCC3)ccc21 | 2
COc1ccc(-c2nnc(Nc3nc4c(OC)cccc4s3)o2)c(OC)c1 | 35
CCOC(=O)C1=C(C)NC2=C(C(=O)CC(C)(C)C2)C1c1cccc(C)n1 (stereo unspecified) | 12

# New compounds follow
Compound | MMP13 fTHP cleavage
CCOC(=O)CNC(=O)c1sc2nc(C)cc(C)c2c1N | -1
O=C1Nc2ccccc2C12Nc1ccccc1S2 (stereo unspecified) | 7
COc1ccc(-c2oc3ncnc(NCCCN4CCOCC4)c3c2-c2ccc(OC)cc2)cc1 | 13
CCN(CC)CCCNC(=O)c1cc2c(-c3ccc(Cl)cc3)nn(C)c2s1 | -8
Cc1cc(C(F)(F)F)c2c(C)nn(CCc3nn[nH]n3)c2n1 | -1
COCCCn1c2nc3ccccc3nc2c2c(=O)n(CC3CCCO3)cnc21 (stereo unspecified) | 4
Cc1cc(C)nc(N2CCC(C(=O)NCc3ccco3)CC2)n1 | 3
CCc1cc2c(=O)c(-c3nc4ccccc4n3C)c(C)oc2c(CN2CCOCC2)c1O | 3
Cn1c2ccccc2c2cnn(CC(=O)O)c(=O)c21 | 4
O=C(Nc1ccccc1)c1cnc[nH]1 | 4
COc1ccc(CC(=O)N(Cc2cc3cc(OC)ccc3[nH]c2=O)C(C)C)cc1 | 8
COC(=O)Nc1c(-c2ccccc2)nc2ccc(C)cn12 | -3
COc1ccc2cc(CCNC(=O)C3CC3)c(=O)[nH]c2c1 | 4
CC(C)(C)n1nnnc1C(c1cc2cc3c(cc2[nH]c1=O)OCCO3)N1CCSCC1 (stereo unspecified) | 6
Cc1cc(C)c2c(n1)nn1c(NCCOCCO)cc(C)nc21 | 33
CCOC(=O)CNc1c(-c2ccc(O)cc2)nc2ccccn12 | -7
N#Cc1c(-c2ccco2)cc(-c2ccccn2)nc1N | -33
CC(C)n1c(=NC(=O)c2ccco2)c(C#N)cc2c(=O)n3ccccc3cc21 | -34
c1coc(CNc2nc(N3CCCCC3)nc3ccccc23)c1 | 13
CCOc1cc(C2Nc3ccccc3C(=O)N2c2ccccc2OC)ccc1O (stereo unspecified) | 1
COc1ccc(C(=O)Cn2c(=O)c(CCC(=O)O)nn3c4ccccc4nc23)cc1OC | 2
Nc1ncnc2c1cnn2-c1ccccc1 | -2
CCn1cc(C(=O)NCCc2ccccc2)c(=O)c2cc(F)c(N3CCN(C)CC3)cc21 | -13
CNc1oc(-c2ccc(OCc3ccccc3)cc2)nc1C#N | -20
O=S(=O)(NCCc1cn2ccccc2n1)c1ccc2c(c1)OCCO2 | 3

# Next section.
Compound | MMP13 fTHP cleavage
O=C(NCc1ccco1)C(c1ccccc1)N(CC1CCCO1)C(=O)Cn1nnc2ccccc21 (stereo unspecified) | 1
CS(=O)(=O)Nc1ccccc1C(=O)NC1CC2CCC1C2 (stereo unspecified) | 18
COCc1cc(C)nc(NC2CCCCC2)c1C#N | 6
Cc1cc2n(n1)C(c1ccc3c(c1)OCO3)Nc1c(C)cccc1-2 (stereo unspecified) | -1
CCCOc1ccc2c3c(c(=O)oc2c1)CCCC3 | 15
O=C(Nc1ccc2oc(-c3ccncc3)nc2c1)c1cccs1 | 4
O=C(NC1CCCCC1)NC1(C(=O)N2CCN3CCCC3C2)CCCCC1 (stereo unspecified) | 6
Cc1cccn2c(=O)c3cc(C(=O)NCCCN4CCCC4=O)n(C)c3nc12 | -1
Cc1cc(=O)oc2cc(OCC(O)CN3CCN(c4ccc(F)cc4)CC3)ccc12 (stereo unspecified) | 5
Cc1cc(C)n2nc(NCc3cccc(Br)c3)nc2n1 | -6
CCCc1nc(N2CCOCC2)c(C#N)c2c1CCCC2 | 6
COc1cc(-c2c(C#N)c(N)nc(SCc3ccncc3)c2C#N)cc(OC)c1OC | 5
Cc1ccc(CNC(=O)c2cn(C3CCCCC3)c(=O)c3c2c2ccccc2n3C)o1 | 1
Cc1nn(-c2ccccn2)c2c1C(c1ccsc1)C1=C(CCCC1=O)N2 (stereo unspecified) | 6
CCN(CC)CCNC(=O)c1nn(-c2ccc(C)cc2)c(=O)c2c1c1ccccc1n2C | 4
COc1ccc(-c2cn3cccnc3n2)cc1NC(=O)C1CCCC1 | 6
N#Cc1c(C(F)(F)F)cc(-c2ccco2)nc1SCc1ccncc1 | -9
Nc1c(C(=O)NC2CCCCC2)nsc1C(=O)OCC(=O)NC1CCCCC1 | 4
CCOC(=O)CC(=O)CSc1nc2c(cc1C#N)CCCCCC2 | 49
Cc1cc2n(n1)C(c1ccco1)Nc1ccccc1-2 (stereo unspecified) | 3
CCO/C(C)=N/n1c2nc3ccccc3nc2c2c(=O)n(C3CCCC3)c(C)nc21 | 1
O=C(OC1CCOC1=O)c1ccc(-c2nc3ccccc3s2)s1 (stereo unspecified) | 0
COC(=O)C1=C(C)NC(C)=C(C(=O)OC)C1c1cc2ccc(C)cc2[nH]c1=O | 4
Nc1nc(N2CCCCC2)nc2ccccc12 | 13
COc1cc(OC)cc(-c2nnc(Nc3nc4c(F)cccc4s3)o2)c1 | 96*

# In another format: entries from further up.
MMP13 fTHP cleavage	molecule
35	COc1ccc(-c2nnc(Nc3nc4c(OC)cccc4s3)o2)c(OC)c1
12	CCOC(=O)C1=C(C)NC2=C(C(=O)CC(C)(C)C2)C1c1cccc(C)n1 (stereo unspecified)
-1	CCOC(=O)CNC(=O)c1sc2nc(C)cc(C)c2c1N
7	O=C1Nc2ccccc2C12Nc1ccccc1S2 (stereo unspecified)
13	COc1ccc(-c2oc3ncnc(NCCCN4CCOCC4)c3c2-c2ccc(OC)cc2)cc1
-8	CCN(CC)CCCNC(=O)c1cc2c(-c3ccc(Cl)cc3)nn(C)c2s1
-1	Cc1cc(C(F)(F)F)c2c(C)nn(CCc3nn[nH]n3)c2n1

# (continued)
Compound | MMP13 fTHP cleavage
CC1Cc2ccccc2N1S(=O)(=O)c1cccc(C(=O)c2nccn2C)c1 (stereo unspecified) | 8
O=C(c1ccco1)N1CCN(C2CCCC2)CC1 | 6
CCOc1ccc(-c2ncncc2-c2ccc(OC)cc2)c(O)c1 | 5
CCOc1ccc(S(=O)(=O)Nc2ccccc2C(=O)NCC2CCCO2)cc1 (stereo unspecified) | 8
COc1cc(-c2nnc(-c3cccs3)o2)cc(OC)c1OC | -4
O=C(c1nc2n(n1)C(c1ccc(Cl)cc1)C=C(c1ccccc1)N2)N1CCOCC1 (stereo unspecified) | 7
CCCCOc1ccc(C(=O)NCc2ccccn2)cc1 | 4
CCCCOc1ccc(-c2nnc(-c3ccco3)o2)cc1 | 0
N#Cc1c(-c2cccs2)cc(-c2cccnc2)nc1N | 0
CCCNc1ncccc1C(N)=O | 3
CCOC(=O)N1CCC(NC(=O)CSCc2nc(-c3sccc3C)oc2C)CC1 | 4
CC(C)Cc1nc(N2CCOCC2)c(C#N)c2c1COC(C)(C)C2 | -10
CC(=O)Oc1ccc2cc(-c3nc4ccccc4n3C)c(=O)oc2c1 | -69
COc1ccc(OC)c2c1CC(C)(C)NC2=O | -8
COc1ccc(-c2nc3n(n2)C(c2ccccc2)C2=C(CCCC2=O)N3)cc1OC (stereo unspecified) | 3
Cc1ccc(C(=O)Nc2nnc(-c3ccncc3)s2)o1 | 3
Cc1ccc2nc(-c3ccc(SCC(=O)O)nc3)[nH]c2c1 | -13
CCOC(=O)c1cc(C#N)c(N)nc1C | 2
O=c1c2cc(N3CCOCC3)ccc2[nH]c(=S)n1CCCN1CCCCC1 | 8
Cc1cc(OCc2nn[nH]n2)c2c(C)c(CC(=O)O)c(=O)oc2c1 | -23
Nc1ccc(Nc2ccccc2N)cc1 | 6
COc1ccc(OC)c(-c2cc(C(=O)NCc3ccco3)no2)c1 | 12
O=C(COc1ccccc1)Nc1ccc(-c2nnc(-c3ccco3)o2)cc1 | -1
Cc1nc2ccccc2c2oc(C(=O)NCCCN3CCCC3=O)cc12 | 3
Cc1ccc(-c2nc3ccccc3[nH]2)s1 | -9

# Grouped by structure, those above containing a CF3 group
Compound | MMP13 fTHP cleavage
Cc1cc(C(F)(F)F)c2c(C)nn(CCc3nn[nH]n3)c2n1 | -1
N#Cc1c(C(F)(F)F)cc(-c2ccco2)nc1SCc1ccncc1 | -9

# The listing continues.
Compound | MMP13 fTHP cleavage
Cc1cccc(NS(=O)(=O)c2ccc(Oc3ccccc3)cc2)n1 | 2
CCOc1ccc2oc(-c3ccccc3)c(C(=O)O)c2c1 | 5
Cc1cc(-c2ccccc2)n2ncc(C#N)c2n1 | -3
CC1CCCN(CCCNC(=O)c2coc3nc4ccccc4nc23)C1 (stereo unspecified) | -18
CNCCCC1c2ccccc2C=Cc2ccccc21 | 0
CN1CCN(c2ncnc3c2[nH]c2ccc(F)cc23)CC1 | -29
CCCc1nc(-c2cc3ccc(C)cc3[nH]c2=O)no1 | 4
Fc1ccc2[nH]c3c(N4CCN(C5CCCCC5)CC4)ncnc3c2c1 | -35
CS(=O)(=O)Nc1ccccc1C(=O)Nc1cccc(Cl)c1 | 19
CCN(CC)c1ccc(-c2nn3c(-c4n[nH]c5c4CCC5)nnc3s2)cc1 | 1
CC(C)CNC(=O)c1c(N)n(/N=C/c2ccccn2)c2nc3ccccc3nc12 | 1
COc1cccc(NC(=O)N(Cc2cc3cc(C)cc(C)c3[nH]c2=O)CC2COCCO2)c1 (stereo unspecified) | 4
Cn1nnnc1SCCOc1ccc(C#N)cc1 | 4
CCCCn1c(=O)[nH]c(=O)c2c1nc(-c1ccc(C#N)cc1)n2C1CCCC1 | -6
Cc1cc(C)n2nc(C(=O)NCc3ccccc3)cc2n1 | 3
Nc1nc2c(c3c1c(=O)oc1ccccc13)CCCCC2 | -38
O=C1CCC(=O)N1c1nc2n(n1)C(c1ccccc1)C=C(c1ccc(Br)cc1)N2 (stereo unspecified) | -2
CCOC(=O)C(C)c1nc2ccccc2[nH]c1=O (stereo unspecified) | -3
CC(=O)C(C)Oc1cc(C)cc2oc(=O)c(C)c(C)c12 (stereo unspecified) | 5
Cn1cccc1-c1nc2ccccc2n1Cc1ccccc1 | 3
Cc1ccc(-c2cc3nc(C)cc(NCc4ccco4)n3n2)cc1 | 2
COc1ccc(NC(=O)Cc2nc3ccccc3[nH]2)cc1 | 5
CCSc1nc(-c2ccc(OC)cc2)ccc1C#N | 4
Cc1cc(NC(=O)c2cc(-c3ccncc3)nc3c(C)cccc23)no1 | 2
Cc1coc2cc3oc(=O)c4c(c3cc12)CCC4 | -1

# Other structures.
Compound | MMP13 fTHP cleavage
O=C1c2ccccc2C(=O)N1CC1c2ccccc2CCN1C(=O)N1CCOCC1 (stereo unspecified) | 4
COc1ccc(-c2nc(C#N)c(NCCN(C)C)o2)cc1 | -1
O=C1c2ccccc2NC2CCCCCN12 (stereo unspecified) | 0
CCc1cc2c(=O)c(-c3cscn3)coc2cc1O | 5
COc1ccc(N2C(=O)c3ccccc3NC23CCCCC3)cc1 | 5
Cc1cccc(N=c2oc3cc(O)ccc3cc2C(N)=O)c1 | -7
COc1cc(C)nc(Oc2ccc(=O)n(C)n2)n1 | 6
C=COC(=O)CSc1nc(-c2cccs2)ccc1C#N | 30
c1ccc2sc(Cc3nnc4n3CCCCC4)nc2c1 | 5
COc1ccccc1-c1c(C)c(C)nc(N)c1C#N | 2
CCCCOc1ccc(-c2nnc(-c3ccncc3)o2)cc1 | 4
Cc1cc(N2CCCCC2)n2nc(C)c(-c3ccccc3)c2n1 | 3
COc1cccc2c(=O)c3c(cnn3C)n(C)c12 | 7
COc1ccc2c(c1)c(=O)oc1cc(OCC(=O)N3CCCC(C)C3)ccc12 (stereo unspecified) | 9
CCOC(=O)COc1ccc2cc(C(=O)OCC)c(=O)oc2c1 | -20
C=CCNc1nnc(SCC(=O)N2CCCCC2)c2ccccc12 | 11
CN1CCc2nc(SCCOc3ccccc3)c(C#N)cc2C1 | 6
